# TNF necrop inh: blocks TNF-alpha induced death of Jurkat FADD-/- cells. activation (protection from cell death), % at 10 µM. AID 463075. Jurkat FADD-/- TNF necroptosis rescue, ATP luminescence, 24 h; 0 = TNF only, 100 = no-TNF cells. 0.068% of 220,000 active;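 active means activation, meaning protection from cell death, of at least 50% relative to plate controls; inactive means activation below 50%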;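 further: necroptosis triggered by 40 ng/mL TNF-alpha added together with compound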
# Wee1 stabilizer: inhibitors of human Wee1 degradation | reporter increase, % at 5 µM | 1.2% of 220,000 active | HeLa Luc-Wee1K328M stability, luciferase luminescence; 100% = proteasome inhibitor MG132 effect | AID 1321;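 active means activation above the mean of all tested compounds plus 3 SD, set per screening run, cut at about 8.8% in these data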;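 further: cells exposed to compound for 20 h before luminescence read; 0% = DMSO alone and 100% = MG132 at 30 µM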
# zVAD death inh: blocks zVAD induced death of L929 cells | L929 zVAD necroptosis rescue, ATP luminescence, 24 h; with zVAD 60 µM | viability rescue, % at 10 µM | 0.38% of 220,000 active | AID 1377;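 active means activation, scaled between plate controls, above about 75%, limit read from the data; inactive means activation under that limit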;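 further: 0% = zVAD with DMSO and 100% = DMSO alone without zVAD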
# FXIIa inh 1536: blocks human coagulation factor XIIa protease activity; P00748; inhibition, % at 5 µM; purified FXIIa, Boc-QGR-AMC fluorogenic substrate, 2 h; 0.3% of 220,000 active; in the data active means inhibition above about 40%;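 further: 0% = enzyme with no compound and 100% = blank without enzyme; many of its hits are not listed in these tables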
# Target sequence (P00748 20-372 limits assumed): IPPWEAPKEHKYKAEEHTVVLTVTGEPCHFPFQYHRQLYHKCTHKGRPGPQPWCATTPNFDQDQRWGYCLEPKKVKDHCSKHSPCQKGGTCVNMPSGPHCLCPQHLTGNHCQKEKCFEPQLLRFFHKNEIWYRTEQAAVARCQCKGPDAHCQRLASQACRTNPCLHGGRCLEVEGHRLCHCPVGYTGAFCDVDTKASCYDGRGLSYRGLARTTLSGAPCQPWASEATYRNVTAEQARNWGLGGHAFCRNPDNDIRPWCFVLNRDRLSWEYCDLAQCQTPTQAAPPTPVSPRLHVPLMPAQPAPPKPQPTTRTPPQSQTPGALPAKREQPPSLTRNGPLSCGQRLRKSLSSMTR
# Target sequence (P00748 373-615 limits assumed): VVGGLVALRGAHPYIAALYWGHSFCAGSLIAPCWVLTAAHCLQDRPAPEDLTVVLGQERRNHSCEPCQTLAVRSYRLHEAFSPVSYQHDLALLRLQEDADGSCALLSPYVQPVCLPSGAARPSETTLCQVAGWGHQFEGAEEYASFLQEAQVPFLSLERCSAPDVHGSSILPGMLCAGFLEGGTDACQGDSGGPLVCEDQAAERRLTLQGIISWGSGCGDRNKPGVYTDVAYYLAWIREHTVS
# PGE2 EP2 inh: EP2 receptor (human) inhibition; AID 1422; inhibition, % at 25 µM; P43116; C6 glioma cells expressing human EP2, cAMP TR-FRET; cells stimulated with saturating PGE2; 0.52% of 260,000 active;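 active means percent inhibition above 40 after rounding to a whole number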;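 further: rat C6 glioma host cells with rolipram phosphodiesterase inhibitor present; the protocol text gives 20 µM as final concentration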
# Target sequence (P43116 whole entry, looked up): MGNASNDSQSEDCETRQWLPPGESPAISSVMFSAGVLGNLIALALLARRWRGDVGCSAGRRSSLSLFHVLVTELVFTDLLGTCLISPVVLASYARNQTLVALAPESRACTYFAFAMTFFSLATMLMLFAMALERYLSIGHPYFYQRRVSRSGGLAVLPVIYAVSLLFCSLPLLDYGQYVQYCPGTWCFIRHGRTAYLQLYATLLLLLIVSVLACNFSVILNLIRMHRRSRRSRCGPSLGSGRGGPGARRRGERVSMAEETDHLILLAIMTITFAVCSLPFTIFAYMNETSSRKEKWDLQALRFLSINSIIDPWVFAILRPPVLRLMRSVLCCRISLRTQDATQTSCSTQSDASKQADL
# CHOP inh: CHOP inhibition in unfolded protein response; 3.8% of 220,000 active; inhibition, % at 10 µM; AID 2732; CHO-K1 CHOP-promoter luciferase, tunicamycin-induced, 15-18 h;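 active means compounds that reduced the stress-induced luciferase reporter signal by more than about 70% of percent inhibition, limit read from the data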;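 further: 0% = tunicamycin plus vehicle and 100% = wells without tunicamycin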
# PPC-1+TRAIL kill: compounds killing PPC-1 cancer cells with TRAIL present (potentiator screen, no TRAIL-free arm); cell killing (% activity), % at 4 µM; 0.41% of 220,000 active; AID 1443; PPC-1 cells + TRAIL, ATPLite viability luminescence;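 active means cell killing above 50% in the first pass at 4 µM, then a duplicate retest at 5 µM averaging 50% or more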;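 further: plate controls were cells with TRAIL plus DMSO for no effect and medium-only wells lacking cells for full effect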
# FXIa inh 1536: factor XIa (human) inhibition. 0.14% of 220,000 active. P03951. inhibition, % at 5 µM. purified FXIa, Boc-Glu-Ala-Arg-AMC fluorogenic substrate;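 active means inhibition of at least 40%; inactive means inhibition below 40%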;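 further: fluorescence of freed AMC excited at 355 nm; 0% = enzyme without compound and 100% = no enzyme blank; many of its hits are not listed in these tables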
# Tb hexokinase: T. brucei hexokinase 1 inhibition | inhibition, % at 10 µM | recombinant TbHK1, G6PDH-coupled NADH A340 | 0.11% of 220,000 active;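 active means inhibition of 50% or more in the single-dose primary screen; inactive means inhibition below 50%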
# Starred values were filed as active, the others as inactive; nt = not tested or not shown; & = joins results of further samples. Not all compounds are listed; count on the stated rates, not on these rows.
SMILES,TNF necrop inh,Wee1 stabilizer,zVAD death inh,FXIIa inh 1536,PGE2 EP2 inh,CHOP inh,PPC-1+TRAIL kill,FXIa inh 1536,Tb hexokinase
CC(Cl)C(=O)NN=C(c1ccccc1)c1ccccc1 (stereo not given),3.2,0,1.4,5,3,1,13,1,-3
CCOC(=O)c1sc2ccccc2c1NC(=O)c1coc2ccccc2c1=O,-0.7,-2,2.1,-2,5,21,15,0,2
COc1cnc(SC)nc1Nc1ccc(C#N)cc1,-2.7,3,1.1,7,5,18,-8,-2,-52
FC(F)(F)c1nc(SCc2ccc(Cl)cc2Cl)n[nH]1,-2.1,-1,0.6,10,11,-9,25,-7,5
CCN1CCN(Cc2ccc(NC(=O)c3ccc(C)c(NC(=O)c4c[nH]c5cc(C(F)(F)F)ccc5c4=O)c3)cc2C(F)(F)F)CC1,-27,nt,-4.0,4,15,104*,27,0,-27
COC(=O)c1ccc(NC(=O)c2ccccc2N(C)S(C)(=O)=O)cc1,0.4,1,-0.1,19,12,3,11,14,3
Cc1sc(N)nc1-c1cccs1,-1.9,1,0.1,10,14&15,7,7,1,1
O=C(O)CSc1ccnc2cc(Cl)ccc12,1.1,-4,-0.1,9,7,-1,15,0,-5
O=c1cc(C(F)F)oc2c1ccc1ccccc12,1.8,0,7.5,12,4,27,10,4,-8
CCCC(=O)N(Cc1cc2cc(C)ccc2[nH]c1=O)c1ccccc1OC,-4.1,1,-0.1,6,10,42,30,-2,-8
COc1cccc(-n2c(Cc3cc(=O)[nH]c(=O)[nH]3)nnc2SCC(=O)N2CCCCCC2)c1,0.1,2,0.9,10,2,45,-3,0,-4
CCCSc1nc2sc3c(c2c(=O)[nH]1)CC(C)CC3 (stereo not given),0.5,-1,0.9,9,5,0,-3,1,-11
O=C(c1c(Cl)cccc1Cl)N1CCCCCC1,1.1,-2,0.2,16,11&8,16,2,18,-1
O=C(Nc1ccon1)c1cccc(Cl)c1,-1.3,0,-0.2,4,6,13,13,-9,-5
CCOC(=O)C1=C(O)C(=O)N(c2ccc(S(N)(=O)=O)cc2)C1c1ccc(OC)cc1OC (stereo not given),2.1,1,0.0,8,8,23,-9,-13,-3
Cc1cccc(OCc2nnc(SCC(=O)Nc3ccc(C)c(C)c3)o2)c1,-0.5,0,-0.7,13,8,0,16,4,-3
COc1cccc2c1NC(C(=O)O)C1CC=CC21 (stereo not given),-2.4,-1,-0.1,9,9,-1,9,3,6
Cc1ccc(Nc2ncnc3nc[nH]c23)cc1Cl,-2.5,5,1.1,8,13,7,20,0,-2
CCn1c(SCC(=O)Nc2c(C#N)cnn2-c2ccccc2)nnc1-c1cccs1,1.6,2,0.9,4,1,3,4,2,-8
COc1ccc2ccccc2c1/C=N/NC(=S)NCCN1CCOCC1,0.5,2,-1.7,10,1,9,-9,6,-21
Nc1nc(-c2ccc(Cl)cc2)c(S(=O)(=O)c2ccccc2)s1,-0.6,0,0.4,14,2,-17,9,0,0
COc1cc(/C=N/NC(=O)Cn2ccc(C(F)(F)F)n2)cc(OC)c1OC,3.0,1,2.4,1,7,24,11,-11,-2
N#CCC(=O)NNC(=S)Nc1ccccc1C(F)(F)F,-4.1,0,0.1,9,7,18,18,1,-4
CN1c2ccc(Cl)cc2C(=O)NC1C1CC=CCC1 (stereo not given),-0.5,1,0.9,4,10,14,10,-9,6
Cc1[nH]nc2cn[nH]c12,1.1,-1,-0.2,11,9,12,6,3,2

# Next part (5 carried over from the part before).
SMILES,TNF necrop inh,Wee1 stabilizer,zVAD death inh,FXIIa inh 1536,PGE2 EP2 inh,CHOP inh,PPC-1+TRAIL kill,FXIa inh 1536,Tb hexokinase
Nc1nc(-c2ccc(Cl)cc2)c(S(=O)(=O)c2ccccc2)s1,-0.6,0,0.4,14,2,-17,9,0,0
COc1cc(/C=N/NC(=O)Cn2ccc(C(F)(F)F)n2)cc(OC)c1OC,3.0,1,2.4,1,7,24,11,-11,-2
N#CCC(=O)NNC(=S)Nc1ccccc1C(F)(F)F,-4.1,0,0.1,9,7,18,18,1,-4
CN1c2ccc(Cl)cc2C(=O)NC1C1CC=CCC1 (stereo not given),-0.5,1,0.9,4,10,14,10,-9,6
Cc1[nH]nc2cn[nH]c12,1.1,-1,-0.2,11,9,12,6,3,2
N#Cc1cc(-c2ccccc2)nc(N2CCNCC2)n1,3.6,1,-0.2,20,5,8,4,6,-15
O=C(CCNc1ccc(F)c(Cl)c1)c1ccco1,-9.4,-2,0.1,12,19,nt,9,7,-6
COc1ccc(C(=O)/C=C2\Sc3ccccc3N2C)cc1,-2.1,5,3.0,6,11,-4,50,-3,-10
CN(C)S(=O)(=O)c1ccc(Cl)c(NC(=O)CSc2nc3c(cc2C#N)C(=O)CCC3)c1,1.8,-1,0.3,20,4,2,6,18,0
C=CCNC(=S)Nc1ccc(N2CCOCC2)c(S(=O)(=O)Nc2ccccc2Cl)c1,-0.3,2,2.1,nt,14,10,10,-3,-2
COC(=O)c1ccc(CSc2nc3sc(C(=O)O)c(C)c3c(=O)[nH]2)cc1,-0.4,-1,2.6,11,6,5,8,-3,-4
CC(=O)Nc1ccc(-c2nc(C)c(C(C)=O)n2O)cc1,-1.3,-4,0.0,8,13,0,-5,4,-30
O=C(NCc1ccco1)c1cccnc1-c1nc2ccccc2s1,-4.9,0,-0.1,-5,nt,-3,9,3,-9
CCSc1nc(=O)n(-c2ccccc2)c(C)c1C(C)=S,-1.5,2,-0.1,9,9,7,-19,3,-16
C=CCn1c(SCC(=O)c2ccc(OC)cc2)nnc1C(C)NC(=O)c1cccs1 (stereo not given),-1.3,2,-0.6,4,1,-10,15,-5,-5
COC(=O)c1c(NC(=S)Nc2ccc(CC(=O)O)cc2)sc(C)c1C,1.6,-2,1.3,11,24,31,9,6,16
COC(=O)c1ccccc1NC(=O)c1cccc(NC(=O)c2ccc(Br)o2)c1C,0.6,2,-0.1,1,5,25,12,4,2
CCOc1ccccc1NC(=O)Cn1cnc2c(cnn2-c2ccc(C)c(C)c2)c1=O,-0.4,0,4.8,-1,3,23,6,1,-2
Cc1cc(/C=C2\SC(=S)N(Cc3ccco3)C2=O)c(C)n1-c1ccccc1,3.4,-1,3.2,9,6,39,27,3,-11
COC(=O)c1cc(Cl)cc(Cl)c1OS(=O)(=O)N(C)C,-1.4,-2,0.7,4,-1,20,10,-4,4
O=C(Oc1ccc(C(=S)N2CCOCC2)cc1)c1ccc(Br)cc1,-0.1,1,-0.3,4,8,2,16,8,-10
CC1CCCCC1NC(=O)c1nn(C)c(=O)c2ccccc12 (stereo not given),-0.3,-2,0.5,15,31,0,30,5,0
Nc1ccn([C@@H]2O[C@H](CO)[C@@H](O)[C@@H]2O)c(=O)n1,-21,0,12,1,14&7,35&-7,18,6,9
NC(=O)C(c1ccccn1)c1ncc(C(F)(F)F)cc1Cl (stereo not given),0.0,-2,0.6,-4,10,16,-8,1,-3
CCOC(=O)c1nn(-c2ccccc2)c2nnc(Cc3ccccc3)c(=O)n12,0.8,-1,0.1,8,10,-30,2,3,1
COc1ccc2nc(N3CCCCC3)c(/C=C3\SC(=S)NC3=O)cc2c1,-1.2,-2,3.4,22,7,8,10,2,4
CC(OC(=O)CC1CC2CCC1C2)C(=O)Nc1ccc(N2CCOCC2)cc1 (stereo not given),1.4,-1,-0.2,6,8,7,5,-1,-3
O=C(Cn1nc(-c2cccc(Cl)c2)ccc1=O)Nc1ccccc1Br,0.6,4,0.3,6,7&3,5,13,2,-3
CC(=O)C1=C(C)NC(SCC(=O)Nc2nc3ccccc3s2)=C(C#N)C1c1ccc(Cl)cc1 (stereo not given),5.3,6,2.8,7,12,85*,14,-1,-2
COc1ccc(CC(=O)NCc2nn(-c3ccccc3)nc2C)cc1OC,0.2,1,1.2,4,17,13,-2,-1,5
# (further entries)
SMILES,TNF necrop inh,Wee1 stabilizer,zVAD death inh,FXIIa inh 1536,PGE2 EP2 inh,CHOP inh,PPC-1+TRAIL kill,FXIa inh 1536,Tb hexokinase
CCN(CC)S(=O)(=O)c1ccc(OC)c(NC(=O)C(Cc2ccccc2)N2C(=O)c3ccccc3C2=O)c1 (stereo not given),2.1,-3,1.0,7,3,1,-7,7,-12
CCCN(CCC)c1ccc(C(O)c2nnc(-c3ccccc3)o2)cc1 (stereo not given),-1.5,-1,20,12,6,92*,-27,3,7
O=C(COC(=O)CCCN1C(=O)c2cccc3cccc(c23)C1=O)Nc1ccc(Cl)cc1,-1.3,-2,0.3,2,5,23,-1,-1,-6
C=CCc1c(C)[nH]c2c(OC)cccc2c1=S,-0.2,0,1.2,29,7,-9,-18,26,3
Cc1cc(C)nc(NC(=S)Nc2ccc(F)cc2F)c1,-0.4,-2,0.1,3,2,-33,0,-6,-6
COC(=O)/C=C1\S/C(=N/N=C/c2ccccc2)NC1=O,2.1,-2,2.9,9,11,14,31,-2,-36
O=C(Cn1ccccc1=O)c1ccc(Cl)cc1,2.4,4,0.1,1,2,9,22,-3,1
Brc1ccc(C=Nc2ccc3c(c2)OCCOCCOCCO3)s1,1.1,-3,0.8,14,10,-13,-4,9,0
COc1ccc(NC(=O)Nc2cc(NC(=O)Nc3ccc(OC)cc3)c(C)nc2C)cc1,1.3,0,1.8,10,6,15,10,6,6
O=C(c1ccco1)N1CCN(C(=O)C2CCCN(S(=O)(=O)Cc3ccccc3)C2)CC1 (stereo not given),-5.5,-1,0.0,7,11,11,12,2,6
CCOc1ccc(-c2nnc3ccc(SCc4ccc(C(=O)OC)o4)nn23)cc1,-3.9,1,-0.2,-14,7,30,11,-4,0
CCNC(=S)N(CCc1cccc(C)c1)Cc1cc2cc(OC)c(OC)cc2[nH]c1=O,6.2,0,1.1,6,14,3,9,-1,-13
COc1ccc(-c2nc(C#N)c(NC(C)C)o2)cc1,-1.0,2,0.5,-16,4,-22,5,-18,-21
CCn1c(/C=C/c2cccc([N+](=O)[O-])c2)nc2ccccc2c1=O,0.3,-3,-0.4,26,9,9,13,17,-8
O=C(O)CCNc1ccc2c(c1)OCCO2,-0.3,0,-0.3,17,17,-11,11,3,8
O=C(NNC1=NCCCCC1)Nc1cccc(Cl)c1,2.0,0,-1.2,42*,18,-8,6,47*,12
O=C(Nc1ccc2oc(-c3cccnc3)nc2c1)c1ccc([N+](=O)[O-])o1,-13,1,27,4,13,-60,21,-4,-7
CCOCCCNC(=O)CN(Cc1ccc(Cl)cc1)S(C)(=O)=O,-1.6,2,0.1,-3,6,23,0,-5,4
COCCNC(=O)C(=O)Nc1ccc(Cl)cc1C,-0.1,2,-0.2,10,7,-8,6,1,-2
O=C(Nc1sc2c(c1C(=O)O)CCCCC2)c1ccccc1,-1.0,2,-0.8,12,12,-4,36,1,-6
CN(CC(=O)Nc1ccncc1)S(=O)(=O)c1ccccc1,-1.4,2,-0.2,9,1,9,-8,-8,1
CNC(=S)Nc1ccc(Nc2ccccc2)cc1,-8.0,1,-0.2,-4,10,8,4,-4,0
Cc1cc(C)n(CC(=O)c2ccccc2)c(=O)c1C#N,1.8,2,1.6,16,15,5,5,5,-26
CCCOc1ccccc1-n1sc2c(c1=S)-c1cc(OC)cc3c1N(C(=O)C3=O)C2(C)C,-5.0,-3,-0.1,17,10,5,12,6,-16
O=C(OCC(=O)N1CCc2ccccc21)c1ccc[nH]c1=O,-0.6,-2,-0.1,1,5,10,8,-4,-9
CCOC(=O)c1c(C)oc2ccc(NS(=O)(=O)c3ccc(C(=O)O)cc3)cc12,-0.6,0,0.6,5,3&7,-7,4,0,0
C/C(=N/OCc1ccc(Br)cc1)c1ccccn1,0.2,-1,1.0,6,7,46,6,-3,2
Cc1ccc2c(CC(=O)NC3=NCCS3)coc2c1,0.2,3,-0.5,6,23,48,10,2,-2
